# Assay outcomes (PubChem BioAssay)
# Kir21 block = inhibitors of mouse Kir2.1 inward-rectifier potassium channel | AID 1672 | B-score at 10 µM | P35561 | HEK293-Kir2.1, FluxOR thallium flux fluorescence; stronger effect = lower value | 310,000 tested, 0.85% active;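 active = fluorescence ratio B-score at or below minus 3 SD of library scores, with starting-brightness B-score within 2 SD, cut at about -4.2 in these data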;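 note: channel flux triggered by added potassium and thallium sulfate stimulus; B-score of peak minus minimum fluorescence over baseline after thallium stimulus; more negative B-score means stronger Kir2.1 block with less thallium influx; some compounds called inactive have numbers as strong as hits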
# Target sequence (P35561 whole entry, looked up): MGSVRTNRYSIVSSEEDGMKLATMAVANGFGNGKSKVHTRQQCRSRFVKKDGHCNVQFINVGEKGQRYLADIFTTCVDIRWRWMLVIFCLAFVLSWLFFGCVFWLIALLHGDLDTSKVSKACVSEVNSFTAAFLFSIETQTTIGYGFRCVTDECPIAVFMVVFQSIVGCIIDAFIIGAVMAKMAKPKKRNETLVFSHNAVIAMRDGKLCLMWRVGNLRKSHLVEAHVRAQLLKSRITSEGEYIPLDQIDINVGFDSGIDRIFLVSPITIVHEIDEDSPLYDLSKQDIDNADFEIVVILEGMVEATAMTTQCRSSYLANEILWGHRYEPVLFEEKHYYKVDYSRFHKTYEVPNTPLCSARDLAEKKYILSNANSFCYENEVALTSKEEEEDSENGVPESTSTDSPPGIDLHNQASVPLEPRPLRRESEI
# KCNQ2 block = KCNQ2 potassium channel inhibitors, primary screen, cell-based, CHO-K1, FluxOR thallium flux, B-score (AID 2156) | 310,000 tested, 1.1% active | B-score at 10 µM | 20 min; stronger effect = lower value | O88943;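 active = fluorescence ratio B-score at most minus 3 library SDs, with starting brightness B-score within 2 library SDs, cut at about -5.5 in these data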
# STK33 inh = human STK33 kinase inhibition; purified STK33, MBP phosphorylation, ADP-Glo luminescence; Q9BYT3; 320,000 tested, 0.073% active; inhibition, % at 10 µM;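 active = inhibition at or above 25%, using the most active replicate where run in duplicate; inactive = inhibition below 25%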
# Target sequence (Q9BYT3 whole entry, looked up): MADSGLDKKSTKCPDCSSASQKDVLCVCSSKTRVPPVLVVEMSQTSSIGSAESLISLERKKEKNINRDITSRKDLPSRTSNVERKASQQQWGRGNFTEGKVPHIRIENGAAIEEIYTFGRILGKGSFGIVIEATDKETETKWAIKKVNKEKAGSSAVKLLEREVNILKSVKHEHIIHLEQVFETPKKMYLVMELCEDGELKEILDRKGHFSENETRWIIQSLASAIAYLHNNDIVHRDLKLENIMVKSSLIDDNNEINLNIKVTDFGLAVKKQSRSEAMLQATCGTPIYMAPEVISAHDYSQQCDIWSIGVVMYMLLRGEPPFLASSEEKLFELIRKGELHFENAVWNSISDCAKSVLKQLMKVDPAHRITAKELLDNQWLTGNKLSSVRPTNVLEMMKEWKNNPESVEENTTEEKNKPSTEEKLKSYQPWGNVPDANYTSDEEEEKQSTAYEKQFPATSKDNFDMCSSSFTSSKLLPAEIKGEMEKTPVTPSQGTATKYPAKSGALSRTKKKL
# * hit, by the source's call; i = inactive; nt = no result given. This is a random part of the collection; any-hit rate near 1.9%.
SMILES,Kir21 block,KCNQ2 block,STK33 inh
Cc1cccc2c(=O)cc(C(F)(F)F)[nH]c12,0.07,i,-1.7
Cc1cc(C)c(NC(=O)CSc2nnnn2-c2cccnc2)c(C)c1,-0.06,i,-0.8
O=C(CCN1C(=O)C2C3C=CC(C3)C2C1=O)Oc1ccc2ccccc2c1 (stereo not given),-2,i,-0.2
CC(=O)c1ccc(N2CCN(c3ccc4cc(S(=O)(=O)N5CCC(C)CC5)ccc4n3)CC2)cc1,-1.1,i,0.5
COc1ccc(NC(=O)CSCC(=O)Nc2ccccc2N2CCCC2)cc1,-5.1,i,-1.0
CC(C)CNC(=O)C(=O)NN=C1CCCCCC1,-0.57,i,-0.9
CN=C1SC(CC(=O)Nc2ccc(F)cc2F)C(=O)N1/N=C/c1ccc(OC(F)F)c(OC)c1 (stereo not given),0.12,i,-1.4
COc1ccc(/C=N/n2c(C)nc3sc(C)c(C)c3c2=O)cc1OC,-0.92,i,-0.6
CC1=CCC2C(=O)N(c3ccc(C)cc3)C(=O)C2C1 (stereo not given),-0.56,i,-1.8
CC(NC(=O)c1cccs1)c1ccc(Br)cc1 (stereo not given),1.1,i,-1.4
CCOC(=O)C(=O)Nc1nnc(COc2ccccc2)s1,-0.11,i,-0.6
N/C(=N\OC(=O)COc1ccc(Br)cc1)c1cccnc1,-0.05,i,-0.5
CCO[C@H]1OC(C(=O)N2CCOCC2)=C[C@@H](c2ccc3c(c2)OCO3)[C@@H]1CCCO,0.02,i,-1.0
Cc1cc(C)n(-c2ccc(C(=O)Nc3ccc(C)c(S(=O)(=O)N4CCOCC4)c3)cc2)n1,0.46,i,0.2
COc1ccc(Nc2cc(C(=O)NCCCN3CCOCC3)c3ccccc3n2)c(OC)c1,2,i,-0.4

# The final 2 entries of the part above come first, to join the parts:
SMILES,Kir21 block,KCNQ2 block,STK33 inh
Cc1cc(C)n(-c2ccc(C(=O)Nc3ccc(C)c(S(=O)(=O)N4CCOCC4)c3)cc2)n1,0.46,i,0.2
COc1ccc(Nc2cc(C(=O)NCCCN3CCOCC3)c3ccccc3n2)c(OC)c1,2,i,-0.4
CCOc1ccc(C(=S)N2CCCC2)cc1,0.44,i,-0.6
CC1(C)Cc2c(c(N3CCOCC3)nc3snc(NC(=O)c4ccccc4)c23)CO1,1.5,i,-3.1
CC(C)c1ccc(C(=O)NNC(=O)C2CC=CCC2C(=O)O)cc1 (stereo not given),0.03,i,-1.2
COc1ccc(S(=O)(=O)NCc2cc(=O)n(C)c(=O)n2C)cc1C,0.77,i,1.1
Cc1ccc(S(=O)(=O)NNC(=O)CC#N)cc1,0.48,i,0.9
Nc1ccc2c(c1)CC(=O)c1ccccc1S2,1.3,i,nt
CCC(=O)N1CCc2cc(S(=O)(=O)CCC(=O)NC(C)CC)ccc21 (stereo not given),0.75,i,-1.8
O=C(Nc1ccccn1)C(F)(F)C(F)(F)C(F)(F)C(F)(F)C(=O)Nc1ccccn1,0.47,i,nt
CC(Oc1ccccc1)c1ccnc2nc(/N=C/N(C)C)nn12 (stereo not given),0.76,i,13
CCCN(C(=S)Nc1ccccc1)C1CCS(=O)(=O)C1 (stereo not given),-1.8,i,-0.6
O=C(O)c1cc(NCc2ccc(F)cc2)ccc1N1CCOCC1,-0.25,i,-2.4
CCc1cc2c(NC(Cc3ccccc3)C(=O)O)ncnc2s1 (stereo not given),0.92,i,-1.6
c1cc2nncn2nc1N1CCCC1,2.8,i,-0.6
CCC(=O)c1cn([C@H](CCC(OC)OC)CC(=O)OC(C)(C)C)cc1CC,-0.46,i,-1.6
COc1ccc(-c2nnn(CC(=O)NCc3cccs3)n2)cc1OC,-2.5,i,-0.7
NC(=O)CS(=O)(=O)c1ccc(Cl)cc1,1.5,i,0.4
CC1CC(C(F)(F)F)n2ncc(C(=O)O)c2N1 (stereo not given),1.8,i,-0.4
O=C(OCC(=O)N1CCN(S(=O)(=O)c2ccc(Cl)cc2)CC1)c1cc(Br)ccc1O,1.1,i,1.0
CCOCCCNC(=O)c1cn(C)c2ccc(S(=O)(=O)N3CCCC3)cc2c1=O,0.77,i,1.4
COc1ccc(N2CCN(S(=O)(=O)CCNC(=O)C34CC5CC(CC(C5)C3)C4)CC2)cc1,0.41,i,0.4
C1=CC(c2cc3ccccc3o2)OC(CCc2ccccc2)C1 (stereo not given),-0.36,i,-0.5
Cc1cccc(NC(=O)C2CCCN2C(=O)Oc2ccccc2)c1 (stereo not given),-0.59,i,-0.4
COc1ccc(S(=O)(=O)CC(=O)Nc2nnc(C(F)(F)F)s2)cc1,-0.99,i,-2.1
Cn1/c(=N/NC(=O)c2cccc(OC(F)F)c2)sc2ccccc21,-0.01,i,-0.1
COc1ccc(NC(=O)CN(C)C(=O)c2cn(-c3ccccc3)nc2-c2cccs2)cc1,1.6,i,-1.4
Cc1ccc(SCc2nc(-c3ccccc3)no2)cc1,0.87,i,-1.7
COCCNC(=O)c1ccc2ccccc2n1,0.21,i,-0.1
CCc1ccccc1N(CC(=O)NC(C)(C)C)C(=O)CCC(=O)Nc1ccccn1,1.1,i,-0.3
O=C(Nc1cccc(C(F)(F)F)c1)c1scc2c1OCCO2,0.77,i,-2.1
O=C(Nc1cccnc1)c1cc(-c2cc(Cl)ccc2O)n[nH]1,-0.12,i,-2.8
Cc1cnc(C(=O)OCC(=O)c2ccc(F)c(F)c2)cn1,-0.03,i,-0.9
COc1ccc2nc(SCc3ccccc3)nc(C)c2c1,-1.3,i,-1.1
Cc1ccc(-c2nc3ccccc3o2)cc1NC(=S)NC(=O)c1cccs1,-0.32,i,-0.3
Cc1cc(C)n(-c2nc(SCCN(C)C)c3c4c(sc3n2)COC(C)(C)C4)n1,-0.3,i,-0.1
CC[C@@H](C)[C@H](NS(=O)(=O)c1ccc(C)cc1)C(=O)N1CCC(C(=O)NCC(=O)O)CC1,1.9,i,-0.7
O=C(CSc1ccc(Cl)cc1)NN=C1CCCCCC1,-0.75,i,-0.8
CCC(CC)CN1CCN=C1N(C)C,0.14,i,-0.6
CCC(NC(=O)N(Cc1ccccc1)Cc1ccc2c(c1)OCO2)(C(F)(F)F)C(F)(F)F,-1,-8.1*,-2.5
COc1ccccc1NC(=O)CSCc1nc2ccccc2[nH]1,-0.8,i,nt
COCCn1c(C)cc(C(=O)COC(=O)c2cc3c(s2)CCC3)c1C,1.2,i,-1.0
COCCCNC(=O)c1ccccc1NS(=O)(=O)c1ccc(C)cc1,-0.11,i,-1.2
COC(=O)Cc1ccc(NC(=S)N2CCN(C)CC2)cc1,1,i,-1.1
COc1ccc(Nc2nc(N3CCCC3)c3ccccc3n2)cc1,-11*,i,3.0
CN(CC(=O)NCc1ccco1)S(=O)(=O)c1ccc2c(c1)n(C)c(=O)c(=O)n2C,-0.26,i,-0.5
Cc1ccnc(NS(=O)(=O)c2ccc(NC(=O)c3ccc(S(=O)(=O)N(C)C)cc3)cc2)n1,1.1,i,0.3

# An excerpt from above in order of number of heavy atoms, largest number first:
SMILES,Kir21 block,KCNQ2 block,STK33 inh
COc1ccccc1NC(=O)CSCc1nc2ccccc2[nH]1,-0.8,i,nt
COC(=O)Cc1ccc(NC(=S)N2CCN(C)CC2)cc1,1,i,-1.1
CC1=CCC2C(=O)N(c3ccc(C)cc3)C(=O)C2C1 (stereo not given),-0.56,i,-1.8

# (next part)
SMILES,Kir21 block,KCNQ2 block,STK33 inh
CC(NCc1ccc(S(N)(=O)=O)cc1)C(=O)N1c2ccccc2CC1C (stereo not given),0.89,i,-0.8
COc1cccc(NC(=O)C(=O)NCC(c2ccco2)N2CCc3ccccc3C2)c1 (stereo not given),-1.5,i,-0.9
O=C(CCc1ccccc1)NC(=S)Nc1ccccc1Br,0.48,i,-1.9
O=C(NNc1ncnc2c1cnn2-c1cccc(Cl)c1)c1ccco1,-0.28,i,1.4
CNC(=S)N/N=C(\C)c1ccc(C(C)(C)C)cc1,-0.36,i,-0.9
CC(C)[C@H](N)c1nnc2n1N=C(c1ccc(Cl)cc1)CS2,0.01,i,-0.3
CCSc1cc(C)nc2ncnn12,0.57,i,0.3
Cc1ccc(C(=O)Nc2cccc(-c3ccc(N4CCOCC4)nn3)c2)cc1[N+](=O)[O-],1.5,i,3.8
COc1ccccc1CNc1nc2nc3c(c(=O)n2[nH]1)CCC3,1.1,i,0.0
CCC(=O)NC(c1ccc(OC)cc1)c1c(O)ccc2ccccc12 (stereo not given),-0.9,i,nt
CCOc1ccc(NC(=O)[C@@H]2CCC(=O)N2C2OC(=O)c3ccccc32)cc1 (stereo not given in full),0.05,i,-2.3
O=C(CN(CC1CCCO1)C(=O)CCC(=O)Nc1nccs1)NCc1ccccc1 (stereo not given),0.22,i,0.9
CCOc1cc(/C=N/NC(=O)c2ccc(O)cc2)ccc1Oc1nc(Cl)ncc1F,1.6,i,0.6
CC1Cc2ccccc2N1C(=O)c1cnc2ccccn2c1=O (stereo not given),0.72,i,-0.1
OCCN(CC#CC(O)(c1ccccc1)c1ccccc1)CCO,-0.46,i,0.3
CCCn1c2ccccc2c2cnn(CC(=O)NCCOC)c(=O)c21,-0.88,i,-1.2
C[C@@]12CCC=C[C@H]1[C@H](c1ccc(C(F)(F)F)cc1)N(Cc1ccccc1)C2=O,0.44,i,1.0
Cc1cc2cc(CN(Cc3cccs3)Cc3nnnn3CC3CCCO3)c(=O)[nH]c2cc1C (stereo not given),-0.49,i,1.2
CCOC(=O)N1CCC(NS(=O)(=O)c2ccc3c(c2)C(C)(C)C(=O)N3C)CC1,0,i,-1.3
CCC(CC)C(=O)Nc1c2cnn(-c3ccccc3)c2nc(=O)n1-c1ccccc1,1.2,i,-2.8
CCN1CCc2nc3sc(C(=O)Nc4cccnc4Cl)c(N)c3cc2C1,-0.08,i,nt
Cc1nc(NCc2ccco2)c(C#N)c2c1COC(C)(C)C2,-0.11,i,-1.7
Cc1c(NC(=O)C(=O)/C=C(/O)c2ccccc2)c(=O)n(-c2ccccc2)n1C,-0.56,i,-1.1
Cc1ccc(N(CC(=O)NC2CCCC2)C(=O)c2ccc(C)s2)cc1,1.4,i,0.4
CC(=O)c1cccc(NC(=O)C2(c3ccccc3)CC2(Cl)Cl)c1 (stereo not given),-0.01,i,nt
CC(=O)c1cccc(NC(=O)Nc2csc3c2CCCC3)c1,2.3,i,3.0
Cc1cc2c(SCC(=O)NC3CCCC3)ncnc2s1,0.75,i,0.2
O=C(Nc1ccccn1)c1onc2c1CCCC2,-0.27,i,0.2
COC(=O)c1cc2ccccc2oc1=O,1.2,i,-0.6
CCn1c2ccccc2c2cc(CN3CCN(Cc4cc(OC)ccc4O)CC3)ccc21,-2.2,i,-1.4
CCOc1ccccc1NC(=O)c1ccc(S(=O)(=O)N(C)C)cc1,-1.1,i,-0.6
COc1ccc(CCNC(=O)c2ccc(Cl)cc2)cc1OC,0.5,i,-0.3
N/C(Cc1ccc([N+](=O)[O-])cc1)=N\OC(=O)c1ccccc1F,0.61,i,0.4
COc1cc(NC(=O)CN2CCN(Cc3ccc4c(c3)OCO4)CC2)cc(OC)c1,0.13,i,0.7
Cc1ccc(CNC(=O)c2ccc(N3CCC4(CC3)CC(c3cccc(Br)c3)=NO4)c([N+](=O)[O-])c2)cc1,-0.08,i,1.4
CCc1nnc(NS(=O)(=O)c2ccc(NCc3cc(Cl)ccc3O)cc2)s1,0.77,i,0.2
OCC1(Cc2cccc(Cl)c2)CCCN(Cc2cnn(-c3ccccc3)c2)C1 (stereo not given),0.42,i,-2.3
Cc1cc(C)cc(-n2c(C)cc(/C=N\NC(=O)COc3cccc4cccnc34)c2C)c1,-2.3,i,-0.1
CCCCc1ccc(NC(=O)CSC2=C(C#N)C(c3ccco3)C3=C(CCCC3=O)N2)cc1 (stereo not given),0.63,i,-0.5
O=C1Nc2ccc(Br)cc2C1=C1CCCCC1,-1.1,i,-1.0
O=C(O)CC(NC(=O)C12CC3CC(CC(C3)C1)C2)c1ccc2c(c1)OCO2 (stereo not given),0.58,i,-0.8
CCCCCCCn1c(C)nnc1-c1cnn(C)c1N,0.01,i,nt
Cc1cc(C)n(S(=O)(=O)c2ccc(Cl)c(Cl)c2Cl)n1,0.58,i,-2.2
Cc1cc(-c2n[nH]c(=S)n2/N=C/c2cccc(O)c2)n[nH]1,0.33,i,0.7
Cc1cc(C)nc(NC2=NCCN2C(=S)Nc2c(C)cccc2C)n1,-0.49,i,-0.1
C=CCn1c(SCc2c(C(=O)OC)sc(N)c2C(=O)OC)nnc1-c1ccc(Br)cc1,-0.49,i,0.0
COc1ccc(Br)cc1CNC(=O)C1CCN(C(=O)N(C)C)CC1,1.2,i,0.0
CC1CCCCN1C(=O)Cn1c(=O)oc2ccccc21 (stereo not given),1.1,i,-2.5
O=c1oc2c(CN3CCN(CCO)CC3)c(O)ccc2cc1-c1ccccn1,-0.13,i,-0.3
CCCCC(=O)Nc1ccc(C(N)=O)cc1,1.4,i,-0.1
Cc1ccc(C(=O)NCCN2CCOCC2)cc1,-0.11,i,-1.6

# One compound at a time, as listed above.
# O=c1oc2c(CN3CCN(CCO)CC3)c(O)ccc2cc1-c1ccccn1 as listed: Kir21 block: -0.13; KCNQ2 block: i; STK33 inh: -0.3
# CC1CCCCN1C(=O)Cn1c(=O)oc2ccccc21 (stereo not given) as listed: Kir21 block: 1.1; KCNQ2 block: i; STK33 inh: -2.5

# Looked up one by one from the list above:
SMILES,Kir21 block,KCNQ2 block,STK33 inh
CC1CCCCN1C(=O)Cn1c(=O)oc2ccccc21 (stereo not given),1.1,i,-2.5
CCCCC(=O)Nc1ccc(C(N)=O)cc1,1.4,i,-0.1
O=c1oc2c(CN3CCN(CCO)CC3)c(O)ccc2cc1-c1ccccn1,-0.13,i,-0.3
Cc1ccc(C(=O)NCCN2CCOCC2)cc1,-0.11,i,-1.6
